Screens deposited in PubChem BioAssay by several laboratories.
RSV antiviral HEp-2 – RSV antiviral activity via CPE protection, HEp-2 cells, primary 10 µM value included (AID 2391) | HEp-2 cells, RSV-induced CPE inhibition; higher % means a stronger effect | one-dose CPE inhibition, % at 10 µM; IC50 in µM for titrated hits | actives 0.13% (n = 310,000); in the data active = a potency from the dose series; note: strong numbers were not always called active
PhoP inhibition – inhibitors of PhoP regulon expression, primary screen, Salmonella Typhimurium, GFP reporter (AID 1863) | S. Typhimurium PhoP-regulated promoter GFP reporter, 4 h; higher % means a stronger effect | inhibition, % at 50 µM; hits with a dose series show IC50 in µM | actives 0.16% (n = 300,000);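 active = inhibition over 29.93%, a cutoff 3 SD above the screen mean, later confirmed by dose response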;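 note: 0% = low Mg2+ inducing control and 100% = high Mg2+ repressing control; strong numbers were not always called active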
TNAP activators – human TNAP enzyme activators, primary screen, biochemical, luminescent, no phosphate acceptor, uHTS (AID 1001); Alkaline phosphatase, tissue-nonspecific isozyme (Homo sapiens); purified TNAP, luminescent activation assay, no phosphate acceptor; higher activation fold means a stronger effect; one-dose activation fold at 20 µM; EC50 in µM for titrated hits; actives 0.03% (n = 200,000); in the data active = activation fold from about 3, or a potency from the dose series; inactive = the rest, 99 in 100 with activation fold below about 1.6; note: many of its hits are not listed in these tables
T cell modulator – modulators of CD8 T cell-vesicle binding, primary screen, mouse 2C CD8+ T cells, flow cytometry; 2C CD8+ T cell-vesicle binding; stronger effect = lower value; calls only at 7 µM; actives 0.068% (n = 330,000);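 active = response, share of CD8 T cells binding vesicles, and their 90th percentile fluorescence all below set limits, cut at about 80% in these data, passing the limit was not always enough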
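System: murine 2C transgenic CD8+ T lymphocytes; also added: QL9-loaded Drosophila micro-vesicles; times: binding 1.5 h at 37 °C; measured by: flow cytometry, PE anti-B7-1 (FL2) versus Alexa647 anti-CD8 (FL8), PFA-fixed; control set: Peptide-free naked vesicles (low) and QL9 vesicles with 0.7% DMSO vehicle (high)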
Myeloid diff 2 – induction of myeloid progenitor differentiation, primary screen, cell-based, flow cytometry, MLPCN library; calls only at 10 µM; actives 1% (n = 360,000); ER-HoxA9 myeloid progenitors, lysozyme-GFP differentiation;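 active = normalized GFP-positive differentiation at or above the plate's own cutoff, the solvent-only control mean plus 3 SD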;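 note: cells exposed to compound for four days before flow analysis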
K1F lysis inhibition – inhibition of K1F phage lysis, E. coli UTI89, bacterial capsule biogenesis inhibitors, alamar blue (AID 488966) | E. coli UTI89 K1F phage lysis, alamar blue, 2 h; higher % means a stronger effect | one-dose inhibition, % at 100 µM; IC50 in µM for titrated hits | actives 0.02% (n = 340,000);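 active = phage lysis inhibition, versus mean bacterial control, above a set limit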;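 note: capsule biogenesis inhibitors block K1F phage lysis so surviving cells raise fluorescence; higher fluorescence means more inhibition of phage lysis; actives were called in the ten point dose series up to 300 µM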
NTR1 ag – agonists of NTR1, primary screen, imaging, U2OS cells, beta-arrestin-GFP, high content (AID 493036) | Neurotensin receptor type 1 (Homo sapiens), P30989 | NTR1-U2OS beta-arrestin-GFP spot imaging, agonist mode | activation, % at 20 µM | actives 0.17% (n = 330,000);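 active = activation at or above 40% of the spot to cytoplasm intensity ratio, with at least 20 cells analyzed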;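 note: 0% = DMSO without peptide and 100% = 100 nM NTR1 peptide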
Target sequence (P30989 whole entry, looked up): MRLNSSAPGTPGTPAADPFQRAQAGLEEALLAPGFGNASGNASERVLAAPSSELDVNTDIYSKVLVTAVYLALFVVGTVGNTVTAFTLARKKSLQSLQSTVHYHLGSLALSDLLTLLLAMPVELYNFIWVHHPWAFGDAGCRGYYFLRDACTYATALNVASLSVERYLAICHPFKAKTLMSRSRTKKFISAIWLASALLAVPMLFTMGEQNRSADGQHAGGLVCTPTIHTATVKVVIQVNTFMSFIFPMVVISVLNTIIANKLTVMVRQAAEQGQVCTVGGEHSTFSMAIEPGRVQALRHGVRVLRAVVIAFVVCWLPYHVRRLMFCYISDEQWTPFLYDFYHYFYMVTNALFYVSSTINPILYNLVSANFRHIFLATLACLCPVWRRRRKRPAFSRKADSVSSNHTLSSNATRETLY
SV40 large T antigen – SV40 large T antigen inhibitors, biochemical (AID 1903). inhibition, % at 20 µM, or IC50 in µM where a hit was titrated. actives 0.39% (n = 310,000). SV40 large T antigen ATPase/helicase inhibition assay; higher % means a stronger effect; in the data active = a potency from the dose series; note: strong numbers were not always called active
Rac1 GTP hydrolysis – MgcRacGAP GTPase-activating activity inhibitors, confirmation, biochemical, ADP Hunter fluorescence; Rac GTPase-activating protein 1 (Homo sapiens); MgcRacGAP-stimulated Rac1 GTP hydrolysis, ADP Hunter fluorescence; higher % means a stronger effect; GST-tagged Rac1 F28L mutant substrate; AID 624330, 2012; actives 0.6% (n = 340,000); one-dose inhibition, % at 30 µM; IC50 in µM for titrated hits;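 active = first-screen hits whose inhibition reached a set limit at any dose in the follow-up dose series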;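 note: fluorescence reports GDP produced by GAP-driven GTP hydrolysis; strong numbers were not always called active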
T cell modulator vesicle-bound % – further read-out of T cell modulator, marked with its call; double positive events, %; measured here: CD8+ vesicle-bound cell fraction;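 binding gate set so that unloaded-vesicle control wells show 10% double positive cells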
NTR1 ag cell count 20 µM – second read-out of NTR1 ag, no call of its own (marks repeat the call); cell count; measured here: cell count, cytotoxicity flag
Myeloid diff 2 GFP+ MAC1+ % – recorded beside Myeloid diff 2, whose call it bears; GFP+ MAC1+ double positive, %; measured here: differentiation confirmed by MAC1 staining
Numbers without * were called inactive; i = inactive; . = not tested or not shown; + = active, no number; & = joins results of further samples; [ ] = dose if it differs, or a comment. No enrichment for hits. About 2.3% of those tested had a hit in this group.

SMILES	RSV antiviral HEp-2	PhoP inhibition	TNAP activators	T cell modulator	T cell modulator vesicle-bound %	Myeloid diff 2	Myeloid diff 2 GFP+ MAC1+ %	K1F lysis inhibition	NTR1 ag	NTR1 ag cell count 20 µM	SV40 large T antigen	Rac1 GTP hydrolysis
Cc1ccc(OCc2nc(C#N)c(N3CCCC3)o2)cc1	7.2%	-6%	1.1	i	55	i	0.4	5.0%	-0.8	52	-3%	7%
Cc1nsc2c1ccc1ccccc12	2.3%	-5%	1.1	i	50	i	0.1	0.2%	3.8	74	16%	5%
COc1ccc(C(CNC(=O)c2c(C)nn(Cc3ccc(C)cc3)c2Cl)N2CCOCC2)cc1 (stereo not given)	-0.6%	.	.	i	36	i	0.2	-0.1%[50 µM]	5.0	53	.	3%
Cc1ccc(C(CNC(=O)Nc2cccc(C)c2)N2CCN(C)CC2)cc1 (stereo not given)	-2.8%	0%	.	i	25	i	0.6	0.2%	-1.4	50	-7%	1%
COc1ccc(C(=O)NNc2ccccc2)cc1OC	-3.0%	9%	1.1	i	45	i	1.7	1.7%	-0.7	57	10%	6%
O=C1NC(=Nc2ccccc2)S/C1=C\c1ccccc1	2.7%	9%	.	i	51	i	0.6	-0.9%	1.4	61	-5%	4%
Cc1ccc(NC(=S)N(C)C(c2ccccc2)c2ccccc2)cc1C	1.2%	-8%	.	i	38	i	0.5	0.2%	7.5	88	1%	6%
Cc1ccc2[nH]c(C(=O)N3CCN(c4cccc(Cl)c4)CC3)cc2c1	0.3%	-4%	.	i	35	i	0.7	0.0%	5.4	66	4%	12%
Oc1ccccc1-c1nc2cnccn2c1Nc1ccc2c(c1)OCCO2	4.1%	-2%	1	i	10	i	0.5	0.2%	3.2	41	10%	19%
Cc1cc2n(n1)C(c1cccs1)Nc1ccccc1-2 (stereo not given)	2.9%	14%	1	i	36	i	0.8	-0.4%	3.9	80	13%	5%
COc1ccc(S(=O)(=O)N(C)Cc2ccc3c(c2)OCCO3)cc1	2.6%	.	.	i	3	i	0.3	0.3%[50 µM]	-1.1	84	.	3%
CCN1C(=S)N[C@@H](c2cccc(F)c2)C(C(=O)OC)=C1C	0.4%	0%	.	i	34	i	1.7	1.6%	-3.3	96	4%	0%
CC(C)Oc1ccc(C(=O)N(CN2CCCC2=O)c2ccc(F)cc2)cc1	0.4%	4%	1.1	i	53	i	2.6	-0.5%	-0.3	89	1%	-4%
COc1ccc(-c2csc(/C(C#N)=C\c3ccc(O)c([N+](=O)[O-])c3)n2)cc1OC	13%	-3%	.	i	19	i	0.5	-0.1%	13	64	2%	10%
COc1ccc(C(=O)O)cc1NC(=S)NC(=O)c1ccc(-c2ccc(Cl)cc2)o1	.	-10%	0.9	.	.	i	0.0	-1.4%	3.7	86	6%	6%
O=C1c2ccccc2-c2nc3ccccc3n21	-0.2%&0.2%	-4%&-6%	.	i	35&53	i	0.6&0.8	-2.1%&-0.7%	-0.2&-0.3	62&38	11%&21%	-10%&5%
COc1ccccc1N(CCN1C(=O)c2cccc3cccc(c23)C1=O)C(=O)c1ccncc1	-1.3%	2%	1.1	i	59	.	.	.	-0.7	26	-3%	.
Cc1nnc(SCc2cc(=O)n3[nH]cnc3n2)s1	-0.1%	2%	1.1	i	42	i	0.4	0.5%	-1.6	63	5%	7%
Cc1ccc(-n2c(Cc3cccn3C)nnc2SCC(N)=O)cc1	.	-13%	1.1	i	29	i	8.3	-1.6%	-1.7	54	9%	3%
CCOc1ccc(C(O)C(CN2CCOCC2)c2ccccc2)cc1 (stereo not given)	2.2%	7%	1.1	i	20	i	1.0	3.7%	1.5	43	6%	2%
Cc1nnc(SCc2cccc([N+](=O)[O-])c2)s1	2.2%	-8%	1.1	i	66	i	0.6	-0.6%	2.7	34	7%	9%
CCOC(=O)c1cccnc1SCC(=O)N(C)c1ccccc1	0.0%	-12%	1.1	i	55	i	6.6	0.4%	-0.6	63	3%	0%
O=C1Nc2ccccc2C1C(C[N+](=O)[O-])c1ccccn1 (stereo not given)	3.2%	-7%	.	i	31	i	1.2	0.8%	-0.9	90	6%	-3%
Cc1ccccc1OCCC(=O)OCC(=O)Nc1ccc(C(N)=O)cc1	-0.6%	10%	.	i	37	i	0.2	0.1%	-0.2	57	-13%	3%
CCOc1ccc(C(=O)C[n+]2ccc(C(=O)NCCO)cc2)cc1	0.4%	10%	.	i	33	i	0.2	-0.1%	-1.4	85	11%	-18%
COc1ccc2c(c1)nc(CN1CCN(CCO)CC1)n2C	-0.1%	8%	.	i	.	i	0.7	-0.2%	0.2	61	-4%	4%
CC(=O)Nc1cccc(NC(=O)c2cc(Cl)ccc2Cl)c1	-1.0%	-2%	1.2	i	54	i	0.3	-1.2%	0.7	44	9%	0%
COc1ccccc1NC(=O)CCCc1nc(-c2ccc(OC)c(OC)c2)no1	0.0%	3%	1.1	i	15	i	0.3	-0.1%	-1.8	52	2%	14%
CCOC(=O)N1CCC(NC(=O)C2=CCN(S(=O)(=O)c3ccc(F)cc3)CC2)CC1	-0.7%	-7%	.	i	21	i	0.4	0.1%	0.6	60	17%	11%
COc1ccccc1NC(=S)NC(=O)C(C)C	0.4%	-5%	1.1	i	59	i	0.7	0.1%	0.3	45	3%	10%
COc1cc2[nH]cc(C(=O)NCCc3ccccc3)c(=O)c2cc1OC	-0.2%	-7%	1.1	.	.	i	6.5	-0.4%	-0.4	59	5%	7%
COc1ccc(-c2nc(CN3CCC(C(=O)N4CCOCC4)CC3)c(C)o2)cc1OC	2.1%	-5%	.	i	32	i	3.4	-0.1%	0.0	51	11%	-2%
NC(=O)C1CCN(C(=O)CCn2c(=O)oc3ccccc32)CC1	1.6%	.	.	i	37	i	1.5	1.0%[50 µM]	-3.9	58	.	3%
COC(=O)c1[nH]c2cc(C)ccc2c1NC(=O)CN1CCc2cc(OC)c(OC)cc2C1	21%	-3%	1.1	i	26	i	2.0	0.0%	2.9	46	14%	6%
O=C(NCCCn1ccnc1)/C(=C\c1ccccc1F)NC(=O)c1ccccc1	1.4%	3%	.	i	36	i	4.2	0.0%	0.0	48	3%	9%
Cc1ccc(-n2c(C)nc3c(cnn3-c3ccc(C)c(C)c3)c2=O)cc1C	62%	-5%	1.1	i	40	i	1.0	1.6%	7.1	67	6%	9%
O=C(c1cnsn1)N1CCN(c2ccccc2)CC1	-0.4%	41%	1	i	44	i	0.9	1.0%	1.3	61	0%	3%
CCOC(=O)c1ccccc1NC(=O)CSc1ccc(-c2cccnc2)nn1	-0.1%	-3%	1.1	i	56	i	0.4	0.1%	1.2	51	6%	3%
OCC[C@H]1C[C@@H](O)[C@H](O)[C@]2(OCc3ccccc32)O1	0.2%	-7%	.	i	20	i	1.6	0.9%	5.5	53	19%	4%
COc1ccc([N+](=O)[O-])cc1NC(=O)c1ccc(N(Cc2ccccc2C)S(C)(=O)=O)cc1	5.0%	-5%	1.2	+	0.1*	i	0.7	-0.2%[50 µM]	6.6	47	9%	-14%
CC1CCCCN1c1nc2nonc2nc1N1CCCCC1C (stereo not given)	0.2%	-4%	1.1	i	62	i	0.9	0.8%	-1.4	70	8%	3%
CS(=O)(=O)Nc1cccc(C2=NN(S(=O)(=O)c3ccccc3)C(c3cccs3)C2)c1 (stereo not given)	3.2%	-5%	1.1	i	26	i	0.9	1.9%	2.4	67	8%	-2%
CC1CCCCN1S(=O)(=O)c1ccccc1[N+](=O)[O-] (stereo not given)	2.2%	5%	1.2	i	32	i	0.2	0.3%	-0.3	70	9%	9%
CCOC(=O)/C(C#N)=C/Nc1cc(F)ccc1C	2.5%	-10%	.	i	38	i	0.4	0.6%	-0.3	44	13%	10%
O=C(O)CCn1cc(/C=C2\SC(=S)NC2=O)c(-c2ccccc2)n1	-0.7%	-3%	1.1	i	24	i	0.4	.	-0.6	45	2%	.
O=C(CCc1nc2ccccc2[nH]1)Nc1ccccc1	1.2%	5%	1.1	i	57	i	1.7	-0.1%	0.0	47	9%	3%
C=CCOc1ccc(C(=O)CC)cc1OC	1.4%	-3%	1.2	i	57	i	0.2	0.1%	1.3	89	1%	15%
O=C(Cn1c(-c2ccccc2)noc1=O)Nc1ccc(N2CCCCCC2)cc1	1.6%	-9%	1	i	15	i	0.2	13%	1.5	79	27%	10%
Cc1ccc(C(=O)CC2(O)C(=O)Nc3ccccc32)s1 (stereo not given)	3.9%	3%	1.1	i	49	i	0.7	0.0%	3.1	98	8%	5%
CC(=O)Nc1ccc(C(=O)NC(C)c2ccc(-n3ccnc3)cc2)cc1 (stereo not given)	1.1%	1%	.	i	6	i	1.7	-0.3%	-0.8	54	7%	5%
COc1ccc(-c2cc3ccccc3oc2=O)cc1NC(=O)c1cccnc1	-0.7%	-2%	1.1	i	32	i	6.5	3.4%	0.2	58	-5%	8%
Cc1cc(NC(=O)c2cccc(S(=O)(=O)N3CCOCC3)c2)c2ccccc2n1	0.0%	14%	1	i	52	i	0.6	-0.3%	1.9	58	1%	3%
COc1ccc2cc(CCNC(=O)c3ccc(Br)o3)c(=O)[nH]c2c1	1.5%	3%	1.1	i	50	i	1.9	-0.5%	-2.7	48	19%	11%
CCn1nnc(NC(=O)c2cc3ccccc3o2)n1	0.9%	15%	1.1	i	13	i	6.8	-0.6%	0.6	78	4%	-3%
O=S(=O)(Cc1ccccc1)NCCc1cccc(Cl)c1	1.8%	-6%	.	i	54	i	0.2	0.3%	1.5	84	20%	14%
CCc1cc(=O)oc2c(C)c(OC(C)C(=O)NCC3CCC(C(=O)O)CC3)ccc12 (stereo not given)	1.9%	.	.	i	23	i	2.5	6.3%	-1.1	97	.	0%
